DAX1 inh-1: DAX1 (NR0B1) inhibition, primary screen; hit rate 1.1% among 370,000; inhibition, % at 6.8 µM; HEK293T StAR-luciferase reporter, SF-1/DAX-1 repression relief; AID 652010;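 active = inhibition above the mean over all tested compounds plus 3 SD, cut at about 3.6% in these data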;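 also: 0% = DAX-1 cells with DMSO and 100% = cells lacking DAX-1 with DMSO; higher inhibition means more luminescence from relief of DAX-1 repression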
FXN GAA850 act: frataxin GAA850 promoter activation; HEK293 lucGAA850 FXN promoter luciferase reporter, 24 h; percent of 10 µM SAHA response; activation, % at 6 µM; hit rate 0.56% among 360,000;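 active = activation above the average of all compounds screened plus 3 SD, cutoff fixed separately per campaign, cut at about 7.5% in these data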;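 also: 0% = DMSO wells and 100% = 10 µM SAHA wells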
sPLA2-III inh: Blocks human group III sPLA2 activity | QFRET BODIPY PC-A2 liposome hydrolysis, fluorescence | hit rate 0.56% among 370,000 | AID 743126 | inhibition, % at 12.2 µM;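 active = inhibition above mean plus 3 SD of compounds lying within the high and low control bounds, cut at about 19% in these data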;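 also: 0% = median of test compound wells and 100% = no enzyme DMSO wells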
Target sequence (Q9NZ20 whole entry, looked up): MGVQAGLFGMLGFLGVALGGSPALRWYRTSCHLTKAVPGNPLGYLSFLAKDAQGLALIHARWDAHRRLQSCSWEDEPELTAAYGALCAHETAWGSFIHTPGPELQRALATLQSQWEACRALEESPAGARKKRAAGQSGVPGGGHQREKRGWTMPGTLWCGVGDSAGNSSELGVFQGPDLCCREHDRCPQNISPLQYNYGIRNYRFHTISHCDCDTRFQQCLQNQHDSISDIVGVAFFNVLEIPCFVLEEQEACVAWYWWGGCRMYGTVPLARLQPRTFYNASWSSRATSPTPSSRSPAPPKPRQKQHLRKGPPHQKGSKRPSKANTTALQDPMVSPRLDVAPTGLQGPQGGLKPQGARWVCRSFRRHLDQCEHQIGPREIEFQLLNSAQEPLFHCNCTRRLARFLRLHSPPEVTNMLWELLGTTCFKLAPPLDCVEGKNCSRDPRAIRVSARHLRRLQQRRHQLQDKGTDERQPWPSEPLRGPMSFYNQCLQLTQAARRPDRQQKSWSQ
GC-A act: GC-A (human) enzyme activation | activation, % at 10 µM | HEK293 GC-A cells, cGMP TR-FRET, EC30 ANP; 0% at EC30 ANP, 100% saturating ANP | AID 1671463 | hit rate 0.14% among 370,000 | P16066; in the data active = activation above about 40%
ssDAF12 agonist: activators of S. stercoralis DAF-12 nuclear receptor; hit rate 1% among 370,000; activation, % at 6.8 µM; HEK293 ssDAF-12/GRIP1 lit1-tk-luc reporter, luminescence; % of 3 µM dafachronic acid response; AID 652126;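 active = activation above the mean over all tested compounds plus 3 SD, cut at about 0.9% in these data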;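 also: 0% = DMSO-only wells and 100% = 3 µM delta7-dafachronic acid wells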
hcDAF12 agonist: activators of H. contortus DAF-12 nuclear receptor; activation, % at 6.8 µM; HEK293 hcDAF-12 lit1-tk-luc reporter, luminescence; 0% DMSO, 100% Δ7-dafachronic acid; hit rate 1.4% among 370,000;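 active = activation above the mean of all tested compounds plus 3 SD, cut at about 5.5% in these data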;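 also: 100% = response to 3 µM Δ7-dafachronic acid high control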
DAX1 inh-2: NR0B1 (DAX1) inhibition; AID 504766; inhibition, % at 6.75 µM; hit rate 0.99% among 340,000; P51843; HEK293 Gal4-DAX1 luciferase reporter, luminescence;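 active = inhibition above the mean over all tested compounds plus 3 SD, cut at about 4.2% in these data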;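 also: 0% = DAX1-transfected cells with DMSO and 100% = empty-vector control cells with DMSO; inhibition shows as a rise in luminescence from relieved DAX1 repression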
Target sequence (P51843 207-470 limits assumed): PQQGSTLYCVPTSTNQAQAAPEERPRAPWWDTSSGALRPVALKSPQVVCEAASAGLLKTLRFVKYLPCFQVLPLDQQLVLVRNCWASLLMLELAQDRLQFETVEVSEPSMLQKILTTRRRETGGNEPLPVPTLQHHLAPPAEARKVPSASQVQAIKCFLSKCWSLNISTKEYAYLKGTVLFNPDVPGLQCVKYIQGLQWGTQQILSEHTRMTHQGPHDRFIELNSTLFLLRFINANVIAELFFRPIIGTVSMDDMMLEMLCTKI
KLK7 zymogen act: proKLK7 (human) activation, primary screen; P49862; purified proKLK7, EDANS-DABCYL substrate fluorescence; 100% is mature enzyme control, 0% vehicle; activation, % at 7 µM; hit rate 0.9% among 370,000; AID 652039;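 active = activation above the mean of all tested compounds plus 3 SD, computed per campaign excluding outliers beyond control limits, cut at about 13% in these data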
Target sequence (P49862 whole entry, looked up): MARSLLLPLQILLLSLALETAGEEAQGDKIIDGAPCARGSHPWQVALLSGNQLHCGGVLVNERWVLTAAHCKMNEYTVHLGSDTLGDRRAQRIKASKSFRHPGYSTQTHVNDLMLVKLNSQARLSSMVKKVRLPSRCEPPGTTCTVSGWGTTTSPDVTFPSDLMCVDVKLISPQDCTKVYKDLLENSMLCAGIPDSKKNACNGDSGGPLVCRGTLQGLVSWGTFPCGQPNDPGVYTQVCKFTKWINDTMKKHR
SMARCA2 act: increases SMARCA2 function in MMTV reporter cells; MG213 cells, MMTV-luciferase reporter, dexamethasone, overnight; activation, % at 9.1 µM; hit rate 1% among 370,000; AID 652017; in the data active = activation above about 7.8%;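 also: 0% = vehicle wells and 100% = reference activator wells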
GC-B act: GC-B (human) receptor activation. HEK293-GC-B cells, CNP EC30, cGMP TR-FRET; 0% at EC30 CNP, 100% saturating CNP. P20594. activation, % at 10 µM. hit rate 0.11% among 370,000. AID 1920062;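 active = activation at 10 µM reaching about 35% in either raw or pattern-adjusted values, limit read from the data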
hgDAF12 agonist: agonists of H. glycines DAF-12 nuclear receptor; HEK293 GAL4-hgDAF12 UAS-luciferase reporter, agonist luminescence; normalized to butyrate control; activation, % at 6.8 µM; hit rate 1.8% among 370,000; AID 687014;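 active = activation above a cutoff set at the mean of all screened compounds plus 3 SD, cut at about 10% in these data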;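 also: 0% = DMSO wells and 100% = sodium butyrate wells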
An asterisk follows results filed as active; . = no result given. This is a random part of the collection. Share with any hit: about 6.7%.

SMILES	DAX1 inh-1	FXN GAA850 act	sPLA2-III inh	GC-A act	ssDAF12 agonist	hcDAF12 agonist	DAX1 inh-2	KLK7 zymogen act	SMARCA2 act	GC-B act	hgDAF12 agonist
COc1ccc(/C=C/C(=O)Nc2ccc(NC(C)=O)cc2)cc1S(=O)(=O)N1CCOCC1	0.1	0.0	5	-2	-1.3	-2.4	1.8	1.6	-3	-8	-0.5
CC1CCCCC1n1c(=S)[nH]c2ccccc2c1=O (stereo unspecified)	-0.3	0.1	0	0	-1.6	-1.4	-0.8	0.0	-3	19	-1.7
O=C(C1CCC(=O)N1Cc1cccs1)N1CCOCC1 (stereo unspecified)	-0.1	0.1	5	.	-0.2	-0.4	2.2	0.1	1	.	2.4
C[C@@H]1CCCCO[C@H](CN(C)C(=O)Nc2ccc3c(c2)OCO3)[C@H](C)CN([C@@H](C)CO)C(=O)c2cc(NS(=O)(=O)c3ccc(Cl)cc3)ccc2O1	-0.4	-8.7	-53	-3	-1.3	-3.3	0.5	0.0	-4	4	-2.7
COc1ccc(N=Cc2ccc(N(CCC#N)CCC#N)cc2)cc1	-1.0	1.1	4	-1	-0.8	-0.3	2.9	-0.1	0	-2	1.8
CC(C)C(NC(=O)CN(c1cccc(F)c1)S(C)(=O)=O)C(C)C	0.2	0.3	2	2	-1.5	-1.2	-0.1	2.6	-1	4	-1.9
COc1ccc(S(=O)(=O)N2CCOC23CCN(S(=O)(=O)c2cc(C)ccc2C)CC3)cc1	-1.2	-0.7	7	1	-1.0	0.8	-0.4	-0.2	0	-1	-1.9
CN1CCN(c2ccc(CNS(=O)(=O)c3ccc(Cl)cc3)cc2)CC1	-0.3	-0.3	-8	2	-0.8	-0.2	1.4	0.4	0	6	1.8
Cc1ccc(C2=NN(CC(=O)NCc3cccs3)C(=O)CC2)cc1	-0.8	-2.8	-1	4	-1.5	-1.1	5.4*	-0.2	-2	8	-0.7
CCC/C(O)=C1\C(=O)CC(c2ccccc2)CC1=NCCc1c(C)[nH]c2ccccc12 (stereo unspecified)	0.1	-3.7	-14	-7	-0.8	-1.1	2.1	0.0	5	-4	3.4
COc1ccc2sc(-c3ccc(S(C)(=O)=O)cc3)c(C#CCO)c2c1	-1.9	2.4	-45	19	-1.9	-3.0	-3.0	-29	0	13	-3.2
CC(C)(C)OC(=O)c1c(N)n(CCCN2CCCC2=O)c2nc3ccccc3nc12	-1.8	1.1	-6	2	-1.6	-2.2	-2.4	62*	-2	0	-4.1
Cc1cc(=O)[nH]c(SCc2cccc(Br)c2)n1	0.1	0.6	-5	-1	-1.6	-0.7	-0.8	-0.1	0	-2	2.5
Cc1cccc(C(=O)NCC(c2cccs2)N2CCOCC2)c1 (stereo unspecified)	2.5	-2.8	12	0	-0.6	0.7	-0.5	-0.1	-3	7	0.7
COc1cc2c(cc1OC)C(COc1ccc([N+](=O)[O-])cc1)N(C(C)=O)CC2 (stereo unspecified)	-1.1	3.9	2	1	-1.4	-4.2	-1.4	0.2	-5	6	-6.8
O=S(=O)(/N=C(\Nc1ccc(F)cc1)C(F)(F)F)c1ccccc1	0.5	0.1	0	5	-1.2	0.1	-1.2	0.5	-1	0	1.9
Cc1ccc(C(=O)Nc2ccc3ccccc3c2)cc1	0.1	-5.5	7	8	-0.8	3.0	-7.2	-0.8	-2	4	-2.0
COc1ccc(CCC(=O)Nc2sc(C(=O)N(C)C)c(C)c2C#N)cc1	-0.6	-0.3	3	3	-1.7	-2.7	0.2	0.2	0	2	-2.5
Cc1sc2nc(SCC(=O)NCc3ccco3)n(Cc3ccccc3)c(=O)c2c1C	-0.4	-0.7	-8	1	-1.0	-0.8	0.3	-0.1	0	-7	-0.1
Cc1cc(NC(=O)Cn2cnc3sc(C)c(C)c3c2=O)no1	-1.0	1.0	4	2	-1.7	1.2	.	0.3	-2	-4	-0.4
COc1ccc(N2CC(C(=O)Nc3ccccc3C(=O)NCc3ccco3)CC2=O)cc1 (stereo unspecified)	-0.3	0.9	4	1	0.0	-3.0	3.2	-0.1	-3	-1	-2.5
CCOC(=O)C1CCCN(C(=O)CCCn2c(=O)c3cccn3c3cccnc32)C1 (stereo unspecified)	1.5	4.2	2	0	-0.4	1.0	-0.3	1.2	1	-3	-0.1
COc1ccccc1COC(=O)c1cccc(S(=O)(=O)N2CCCC2)c1	-1.3	0.1	-20	-1	-1.1	-1.9	-0.9	0.4	0	6	0.0
Cc1cc(=O)oc(C)c1C(=O)NCCC1=CCCCC1	-0.1	0.2	5	5	-1.4	0.3	0.6	-0.1	0	-7	0.4
COc1ccc(-c2csc(NCCc3nc4cc(Cl)c(Cl)cc4n3CCCO)n2)cc1	0.1	0.2	4	-18	-0.7	2.4	-0.6	-0.1	0	-23	5.0

Continued; it opens with the 3 that closed the last part.
SMILES	DAX1 inh-1	FXN GAA850 act	sPLA2-III inh	GC-A act	ssDAF12 agonist	hcDAF12 agonist	DAX1 inh-2	KLK7 zymogen act	SMARCA2 act	GC-B act	hgDAF12 agonist
COc1ccccc1COC(=O)c1cccc(S(=O)(=O)N2CCCC2)c1	-1.3	0.1	-20	-1	-1.1	-1.9	-0.9	0.4	0	6	0.0
Cc1cc(=O)oc(C)c1C(=O)NCCC1=CCCCC1	-0.1	0.2	5	5	-1.4	0.3	0.6	-0.1	0	-7	0.4
COc1ccc(-c2csc(NCCc3nc4cc(Cl)c(Cl)cc4n3CCCO)n2)cc1	0.1	0.2	4	-18	-0.7	2.4	-0.6	-0.1	0	-23	5.0
COCC(=O)N1CCN(c2cccc(C(F)(F)F)c2)CC1	0.8	0.9	4	-1	-0.9	-0.1	-0.6	0.2	2	-6	1.6
CCOc1ccc(CCNC(=O)COC(=O)/C=C/c2ccccc2)cc1OCC	1.4	2.0	7	0	-1.3	1.9	0.1	0.4	-4	-1	-0.2
O=S(=O)(NCCOCC(F)(F)F)c1ccc2oc3ccccc3c2c1	-0.3	0.6	-21	4	-1.3	-1.8	0.0	0.0	-5	-2	-0.3
CCCCN1C(=O)C(CC(=O)NCc2ccco2)CC(C(=O)N2CCOCC2)=C1C (stereo unspecified)	0.0	0.4	-10	4	-1.0	-1.3	0.2	3.5	-4	-2	0.0
COC(=O)c1ccc(COc2ccc(/C=C/C(=O)c3ccc(OC)c(CSCC(=O)O)c3)cc2OC)cc1	-0.3	1.2	-9	-4	-0.7	-0.5	1.2	-11	5	-4	0.7
Cc1noc(C)c1COc1ccc(C(=O)OCC(=O)Nc2ccc(S(N)(=O)=O)cc2)cc1	0.8	0.3	-13	-1	-1.4	0.2	-0.3	0.2	-4	2	-0.2
Cc1ccccc1C(=O)NC(=S)NCC1CCCO1 (stereo unspecified)	-0.2	2.0	2	6	-0.8	-0.9	1.1	-0.2	1	-4	1.5
O=C(CN1CCCCCC1)Nc1ccc(Br)cn1	-0.1	0.1	10	-2	-1.1	0.0	1.2	0.0	0	1	-2.4
COc1ccccc1OCCC(=O)OCC(=O)Nc1ncc(Cl)cc1Cl	-0.2	0.0	7	3	-1.4	-0.4	-1.0	0.7	-1	-2	-0.4
c1ccc(-n2nnnc2Oc2ccc(-c3nnco3)cc2)cc1	-1.5	-0.6	3	0	-0.7	-0.8	-1.2	-0.4	0	-1	1.4
COC(=O)[C@H]1C[C@@H]1[C@H](NC(=O)c1cnccn1)c1ccccc1	0.3	-1.3	-1	-2	-1.2	-1.6	0.5	0.4	0	-2	1.5
CCN(CC)C(=O)/C(=C/c1cn(S(=O)(=O)N(C)C)c2ccccc12)NC(=O)c1ccc(OC)cc1	0.3	-2.5	-1	3	-0.8	-0.8	-1.1	-0.1	-2	0	-0.7
CC(OC(=O)CCc1nc2ccccc2c(=O)[nH]1)C(=O)Nc1ccc2c(c1)OCO2 (stereo unspecified)	0.1	1.9	-7	-9	-0.4	-0.5	2.4	0.0	0	-2	-1.7
O=C(Nc1nnc(SCC(=O)N2CCCc3ccccc32)s1)c1ccccc1	1.0	5.7	3	-1	-0.8	8.0*	-2.1	0.1	10*	1	7.0
CCCC(=O)NC(NC1CCS(=O)(=O)C1)C(Cl)(Cl)Cl (stereo unspecified)	0.0	0.4	0	-3	-1.0	1.0	-0.7	0.5	0	-3	-3.3
O=S(=O)(c1ccccc1)N1CCC(c2ccccc2)CC1	-0.4	0.2	-2	1	-1.2	0.6	0.1	0.2	0	2	0.4
Cc1ccc(S(=O)(=O)N(C)C)cc1NC(=O)COc1ccccc1C(=O)Nc1ccccc1	-3.9	6.1	-34	-4	-1.5	-2.1	-2.2	0.1	-1	-4	-5.0
C=CCn1c(COc2ccc(F)cc2)nnc1SCC(=O)c1c[nH]c2c(CC)cccc12	-0.8	0.2	-32	-6	-1.2	-0.5	-1.6	-0.3	1	-6	-2.3
CCc1ccc(/C=N/NC(=O)C(=O)NCCCN2CCOCC2)cc1	0.7	-1.2	5	-2	-0.8	-1.5	1.2	0.0	-1	1	-0.1
O=[N+]([O-])c1ccc(/C=N/Nc2nc(N3CCCCCC3)nc(N3CCCCCC3)n2)o1	-0.8	-2.7	-2	-10	-1.0	-1.9	-1.0	0.5	-4	-4	0.5
Cc1cc(C)nc(SCC(=O)c2ccc(F)c(C)c2)n1	0.4	2.4	-38	-3	-1.1	-0.8	0.2	0.0	-3	0	3.2
Cc1csc(OCC(=O)Nc2ccc(C)c(C)c2)n1	-0.7	3.5	14	4	-0.8	-1.7	2.7	0.4	0	2	1.8
Cc1ccccc1OCC(=O)OCC(=O)c1ccc(-c2ccccc2)cc1	0.0	1.3	-6	5	-0.8	-0.5	-0.2	-0.1	-2	0	-1.9
Cc1ccn2c(C(C)O)nnc2c1 (stereo unspecified)	0.7	-1.4	-2	1	-1.1	-1.5	1.5	0.2	1	2	-0.5
CN(C(=O)c1ccccc1)c1ccc(OCC(=O)NC2CCS(=O)(=O)C2)cc1 (stereo unspecified)	-0.2	-0.1	-3	1	-1.1	-0.2	0.2	0.0	-3	3	-1.2
Cc1ccc(NC(=O)CN2CCN(S(=O)(=O)c3cccs3)CC2)cc1S(=O)(=O)N(C)C	-0.8	1.8	-7	3	-1.4	-1.6	0.0	0.4	-3	-1	-2.2
O=C1N(CC(=O)N2CCc3ccccc32)CCN1Cc1ccccc1Cl	-1.3	-0.2	-10	.	-1.0	0.1	-0.1	0.2	0	.	-3.7
CCC(C)N(C(=O)COc1ccc(NC(C)=O)cc1)C1CCS(=O)(=O)C1 (stereo unspecified)	0.1	0.8	7	-1	-2.3	-0.6	1.2	0.2	-1	-3	0.7

Structures from the list above that have a cyano group (2):
SMILES	DAX1 inh-1	FXN GAA850 act	sPLA2-III inh	GC-A act	ssDAF12 agonist	hcDAF12 agonist	DAX1 inh-2	KLK7 zymogen act	SMARCA2 act	GC-B act	hgDAF12 agonist
COc1ccc(N=Cc2ccc(N(CCC#N)CCC#N)cc2)cc1	-1.0	1.1	4	-1	-0.8	-0.3	2.9	-0.1	0	-2	1.8
COc1ccc(CCC(=O)Nc2sc(C(=O)N(C)C)c(C)c2C#N)cc1	-0.6	-0.3	3	3	-1.7	-2.7	0.2	0.2	0	2	-2.5

Screens: PubChem, several laboratories
